SRC3 inh: inhibitors of human steroid receptor coactivator 3 (SRC3); Q9Y6Q9; HEK293 GAL4-SRC3 luciferase reporter, luminescence; inhibition, % at 3.6 µM; hit rate 0.17% among 360,000; AID 588352;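 active means inhibition above a per-campaign cutoff, the mean of all compounds plus 3 SD, cut at about 60% in these data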;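 further: 0% = DMSO-treated cells and 100% = gossypol-treated cells at 36 µM; higher means less SRC3-driven luciferase light from the GAL4 reporter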
COUP-TFII inh: inhibitors of human COUP-TFII (NR2F2); P24468; HEK293T NGFI-A luciferase reporter, luminescence; inhibition, % at 8.6 µM; hit rate 0.7% among 370,000;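 active means inhibition above a per-plate cutoff, mean inhibition of test wells between control levels plus 3 SD, cut at about 38% in these data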;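 further: cells cotransfected with COUP-TFII expression vector driving the NGFI-A reporter; 0% = median of COUP-TF2 test wells and 100% = reporter-only cells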
SRC2 inh: human SRC2 (NCOA2) inhibition; hit rate 0.17% among 370,000; inhibition, % at 9 µM; AID 651957; HEK293 GAL4-SRC2 luciferase reporter, luminescence; Q15596;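 active means inhibition above the mean inhibition of all tested compounds plus 3 SD, set per campaign, cut at about 52% in these data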;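 further: 0% = DMSO treated cells and 100% = cells given Gossypol at 36 µM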
TWEAK Fn14 block: TWEAK-Fn14 signaling inhibition. TWEAK-stimulated Fn14 reporter cells, luciferase luminescence, 8 h. hit rate 2% among 360,000. inhibition, % at 10 µM; in the data active means inhibition above about 50%
NOD2-RIPK2 inh: NOD2-RIPK2 protein interaction inhibition; CHO BLA complementation NOD2-RIPK2, CCF4 ratio; AID 624267; inhibition, % at 4.98 µM; O43353; hit rate 0.38% among 360,000; in the data active means inhibition above about 21%;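 further: 0% = vehicle only and 100% = reference blocker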
EBV LMP1 NFkB: reduces LMP1-driven NF-kappaB luciferase signal. LMP1-induced NF-kappaB luciferase reporter cells, luminescence. inhibition, % at 12.5 µM. hit rate 0.69% among 350,000; in the data active means inhibition above about 41%;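 further: 0% = neutral control wells and 100% = reference inhibitor control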
SRC1 inh: inhibits human SRC1 coactivator; Q15788; HEK293 GAL4-SRC1 luciferase reporter, luminescence; inhibition, % at 3.6 µM; hit rate 0.12% among 360,000; AID 588354;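 active means inhibition above the campaign mean plus 3 SD, with each screening campaign given its own cutoff, cut at about 60% in these data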;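 further: 0% = DMSO treated cells and 100% = gossypol at 36 µM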
NR5A2 inv ag: inverse agonists of human LRH-1 (NR5A2); HEK293T StAR-luciferase reporter, LRH-1 transfected, 24 h; AID 602396; hit rate 0.13% among 360,000; inhibition, % at 3.6 µM; O00482;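 active means inhibition above the mean inhibition of all tested compounds plus 3 SD, cut at about 73% in these data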;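 further: 0% = DMSO wells and 100% = reporter-only cells lacking LRH-1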
C8 TRAIL sens: sensitizes caspase-8 expressing cells to TRAIL. NB7+C8 cells + TRAIL, ATPlite viability luminescence. inhibition (viability loss, TRAIL sensitization), % at 10 µM. hit rate 1% among 360,000;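 active means compounds causing at least 50% loss of cell viability in the single-dose screen, relative to plate controls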
TLR9-MyD88 block: TLR9-MyD88 interaction inhibition | Q9NR96+Q99836 | CHO BLA complementation TLR9-MyD88, CCF4 FRET ratio | inhibition, % at 4.98 µM | hit rate 0.21% among 340,000 | AID 504734;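 active means inhibition above the mean over all tested compounds plus 3 SD, cut at about 21% in these data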;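 further: 0% = DMSO only wells and 100% = clavulanate BLA inhibitor control wells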
TROY signal inh: TROY signaling inhibition. Q293 LMP1-TROYcd NF-kB luciferase reporter, 4 h. inhibition, % at 10 µM. hit rate 0.98% among 360,000;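 active means compounds whose plate-normalised and pattern-corrected inhibition of the luciferase reporter signal at the single screening dose is 50% or more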
An asterisk follows results filed as active; x = no result given. An excerpt; count on the stated rates, not on these rows.

item	structure	COUP-TFII inh	TROY signal inh	SRC3 inh	SRC2 inh	SRC1 inh	C8 TRAIL sens	NR5A2 inv ag	TLR9-MyD88 block	EBV LMP1 NFkB	TWEAK Fn14 block	NOD2-RIPK2 inh
1	c1ccc2c(C3CCO3)cccc2c1 (configuration not stated)	x	-0.7	-31.3	x	-9.5	5.7	7.4	-1.7	4.0	-4.2	-11.4
2	Cc1cc(C)n(CC(C)NC(=O)c2cc(COc3c(F)cccc3F)on2)n1 (configuration not stated)	-6.1	13.4	10.0	2.7	-16.1	25.3	-12.3	2.6	-1.5	-5.3	-9.3
3	CC(=O)Nc1nc(S(=O)(=O)c2ccc(C)cc2)c(Cl)s1	-5.1	14.2	12.3	23.1	-17.6	-11.8	3.6	4.0	3.7	11.4	-4.2
4	Cn1nnnc1SCC(=O)N1c2ccccc2CCc2ccccc21	7.9	-23.1	14.0	10.0	1.9	3.1	-9.6	-4.5	-0.7	18.6	-1.7
5	Cc1ccc(Cn2c(N3CCN(C)CC3)nc3c2c(=O)[nH]c(=O)n3C)cc1	-2.8	7.5	4.5	12.6	-1.0	10.6	-3.1	-0.7	11.4	-17.6	-4.9
6	CC(=O)NNC(=O)CC(=O)Nc1nc(C23CC4CC(CC(C4)C2)C3)cs1	-0.3	21.5	9.1	-15.1	-12.8	-8.4	4.8	0.2	7.9	-4.5	-2.4
7	CCOC(=O)C[n+]1c(C)sc2ccc(OC)cc21	x	27.6	6.0	x	3.3	-5.9	9.5	1.1	8.8	-0.8	-4.7
8	C=C(C)Cn1c2ccc(NC(=O)CCc3cccc(Cl)c3)cc2c(=O)n1C	16.0	8.5	-1.0	-3.4	5.7	15.8	-20.5	x	x	-1.0	4.9
9	O=C(CSCc1n[nH]c(=O)[nH]1)NCCOc1cccc(Oc2ccccc2)c1	-7.2	-3.7	3.1	1.8	-12.7	-4.4	0.2	7.8	-5.3	-7.5	-0.9
10	O=C(Nc1cccc(F)c1)NC1CCCCCCC1	-7.2	-63.4	-50.8	-66.0	-42.5	17.6	-89.2	-9.9	-23.1	-37.5	-7.2
11	CC(C)C[C@H]1COc2cc(N3CCC[C@@H]3CO)ccc2S(=O)(=O)N1	-1.4	1.6	x	12.1	x	13.2	1.9	x	x	2.2	-12.1
12	Cc1cc2ncn(-c3ncnc4sc5c(c34)CCC(C)C5)c2cc1C (configuration not stated)	0.3	-13.7	-9.9	-4.2	14.5	5.3	12.6	-9.1	10.8	-2.3	0.2
13	CC(=O)NC(C)(c1ccccc1)c1nc(-c2ccncc2)cs1 (configuration not stated)	5.2	4.7	17.9	-20.8	0.7	-36.9	16.1	x	x	0.7	1.7
14	COc1ccc(NC(=O)c2cc(S(=O)(=O)N3CCCCC3)ccc2C)cc1S(=O)(=O)N1CCOCC1	-2.2	11.2	-19.4	-12.9	-13.5	-4.7	3.5	-8.2	-10.6	0.8	-8.8
15	CC(C)(C)C(=O)NC(=S)Nc1ccccc1C(=O)Nc1ccccc1	-2.1	-13.9	-16.5	-1.7	-29.2	7.8	8.5	5.4	0.3	-1.7	1.8

Two entries from above, as labelled records.
12: Cc1cc2ncn(-c3ncnc4sc5c(c34)CCC(C)C5)c2cc1C (configuration not stated)
  COUP-TFII inh = 0.3	TROY signal inh = -13.7	SRC3 inh = -9.9	SRC2 inh = -4.2	SRC1 inh = 14.5	C8 TRAIL sens = 5.3	NR5A2 inv ag = 12.6	TLR9-MyD88 block = -9.1	EBV LMP1 NFkB = 10.8	TWEAK Fn14 block = -2.3	NOD2-RIPK2 inh = 0.2
13: CC(=O)NC(C)(c1ccccc1)c1nc(-c2ccncc2)cs1 (configuration not stated)
  COUP-TFII inh = 5.2	TROY signal inh = 4.7	SRC3 inh = 17.9	SRC2 inh = -20.8	SRC1 inh = 0.7	C8 TRAIL sens = -36.9	NR5A2 inv ag = 16.1	TLR9-MyD88 block = x	EBV LMP1 NFkB = x	TWEAK Fn14 block = 0.7	NOD2-RIPK2 inh = 1.7

The list continues:
item	structure	COUP-TFII inh	TROY signal inh	SRC3 inh	SRC2 inh	SRC1 inh	C8 TRAIL sens	NR5A2 inv ag	TLR9-MyD88 block	EBV LMP1 NFkB	TWEAK Fn14 block	NOD2-RIPK2 inh
16	O=C(COC(=O)C1(c2ccccc2F)CCCC1)NCc1ccc2c(c1)OCO2	4.1	9.8	23.6	9.6	-23.1	0.0	-1.8	5.1	7.0	5.7	8.2
17	COC(=O)[C@H](Cc1ccccc1)N(C)S(=O)(=O)c1cccc(S(=O)(=O)N(C)[C@@H](Cc2ccccc2)C(=O)OC)c1	12.0	-2.8	0.0	5.1	-1.8	0.0	8.6	0.6	-15.8	9.8	-3.2
18	CCc1c(C)nc2ncnn2c1NCCc1ccccc1	23.6	26.0	0.1	-17.2	13.7	31.6	6.3	-3.5	20.2	-9.3	-10.6
19	C[C@@H]1CCC[C@@]2(O[C@H](CCO)C[C@@H](O)[C@@H]2O)O1	1.4	-5.8	-13.3	7.3	-11.2	-7.8	-10.4	-2.4	-0.2	8.3	-8.3
20	COc1ccc(NC(=S)N2CCC(N(C)CCN3CCOCC3)CC2)cc1Cl	4.2	-6.8	-1.4	-7.2	-4.0	0.5	-12.6	5.0	1.5	-27.1	-7.6
21	Cc1cccc(CNc2ncnc3ccc(-c4ccc5c(c4)OCO5)cc23)c1	6.3	40.2	14.9	-8.5	11.9	-17.8	-4.8	-6.5	-11.4	7.1	-2.2
22	Cc1ccc(NC(=O)c2csc(-c3ccccc3)c2C)cc1	-13.3	74.5*	5.7	-20.6	-8.6	81.0*	-72.6	1.2	45.4*	81.0*	-5.3
23	CCOC(=O)C1CCCN(C2=NC(=O)/C(=C/c3ccc(OC)cc3)S2)C1 (configuration not stated)	-2.4	6.0	-10.0	7.9	3.0	35.5	3.7	1.6	6.1	-1.2	-3.6
24	Cc1cccc(NS(=O)(=O)c2coc(C(N)=O)c2)c1C	-11.3	4.0	-1.1	5.7	-3.9	-6.7	-15.7	-16.8	-9.7	-10.9	-4.1
25	Cc1ccc2sc(N(CCCN(C)C)C(=O)c3ccc(S(=O)(=O)N4CCCCCC4)cc3)nc2c1C	3.4	1.7	-9.7	-5.8	7.8	9.8	1.7	-12.8	-9.7	-32.1	-3.7
26	CCOc1ccc(CCN2C(=O)C(=O)N([C@@H](Cc3ccccc3)CN3CCC[C@H]3CN3C(=O)C(=O)NC[C@@H]3Cc3ccccc3)C[C@@H]2CC(C)C)cc1	8.4	14.7	x	7.9	x	6.8	6.5	x	x	12.5	-2.1
27	COc1ccc(N=C2C(=O)N3c4c(cccc42)C(C)=CC3(C)C)cc1	-14.9	9.7	16.2	5.9	23.1	10.0	-0.5	6.8	3.7	-9.2	5.8
28	OCCC1CN(CCCc2ccccc2)CCN1Cc1ccccc1 (configuration not stated)	-2.8	0.6	10.9	7.7	-8.5	-5.7	0.5	2.4	-4.6	0.1	-13.6
29	COCCN1C(=O)N[C@@H](c2cccs2)C(C(=O)OC)=C1C	-27.8	-25.2	-25.2	-5.0	5.2	-1.6	11.7	-7.7	-1.4	1.1	-5.9
30	O=C(Nc1nc2ccc(S(=O)(=O)N3CCCC3)cc2s1)C1CCCCC1	0.6	23.0	7.6	18.2	10.8	22.1	36.7	2.1	-4.2	7.1	7.7
31	COc1ccccc1CNC(=O)c1ccccc1OCc1ccc(F)cc1	7.8	9.3	29.7	-1.1	8.4	3.5	-19.3	-7.3	-9.8	24.6	-4.1
32	NC(=O)C(c1ccccc1)C1CCCC1 (configuration not stated)	4.7	-11.3	30.9	-12.9	-1.6	-16.5	2.0	-9.7	-9.0	14.8	-9.7
33	COc1ccc(N2C(=O)CC(Sc3nc4c(cc3C#N)CCC4)C2=O)cc1 (configuration not stated)	-3.5	25.1	0.3	-3.1	5.7	5.2	-3.3	10.9	5.5	-18.6	-3.0
34	CCC[C@H]1COCCS(=O)(=O)N1Cc1ccccc1F	-7.1	-0.8	27.7	15.2	-12.1	6.3	-10.9	-6.7	9.3	-4.7	-2.2
35	COc1cccc(-c2cc(C(=O)Nc3ccccc3)c3ccccc3n2)c1	2.5	-37.0	-10.9	14.3	-16.7	-1.8	16.3	x	x	-4.9	-3.6
36	Cc1ccc(S(=O)(=O)N2C[C@H]3n4c(=O)ccc(=O)n4C[C@H](OC(=O)NCc4ccccc4F)[C@@]3(O)C2)cc1	13.4	-8.9	15.7	7.9	-2.9	8.9	20.6	-1.1	9.6	38.7	0.8
37	CC1(C)CC2(CCO1)OC(=O)CC2C(=O)Nc1c(Cl)cccc1Cl (configuration not stated)	13.3	-2.6	18.5	-30.6	-7.2	-9.8	-28.9	-9.4	2.6	-12.6	-9.7
38	COC(=O)c1c(CCl)noc1C(=O)NCC1CCCO1 (configuration not stated)	-19.1	-19.1	10.2	0.5	-6.7	-9.8	14.7	-3.7	-3.1	-1.0	-4.8
39	Cc1ccccc1N(Cc1cc(=O)[nH]c2ccccc12)C(=O)C(C)C	2.2	3.3	3.2	-6.7	13.2	-14.5	4.0	-9.9	-3.3	1.4	4.8
40	CC(Sc1nc2ccccc2n1C)C(=O)Nc1ccc(N2CCOCC2)cc1 (configuration not stated)	-15.8	-4.2	2.8	-29.3	-6.4	10.6	2.6	-5.8	1.7	-10.8	9.7
41	NC(=S)Nc1ccc(F)cc1F	-8.8	4.5	-15.7	-3.1	9.1	-3.7	-12.6	10.5	-1.1	18.1	-12.5
42	C=CCNC(=O)CCCCCNS(=O)(=O)c1ccc(OC)cc1	-5.2	-2.1	9.4	-10.5	0.2	4.8	-1.3	-2.7	4.7	-0.3	3.9
43	Cc1ccc(N2CC(O)=C(c3ccccc3)C2=N)cc1	-5.0	-0.6	10.6	-8.5	-12.9	-2.0	-13.3	0.2	0.8	15.2	10.5
44	Cc1[nH]nc2c1-c1nc3ccccc3nc1C(C)(C)C2	35.2	32.9	23.3	31.9	-12.4	20.1	12.5	3.8	-31.5	45.5	-10.6
45	CC(C)(C)C(=O)Nc1ccc(F)cc1[N+](=O)[O-]	14.1	-2.9	0.0	3.9	8.8	0.9	-5.1	-9.8	-15.4	-1.5	-7.2
46	O=[N+]([O-])c1cccc(/C=N/Nc2nc(N3CCCCC3)nc(N3CCCCC3)n2)c1	-0.2	-1.5	3.0	8.7	-2.5	6.4	-20.4	-4.9	-19.6	-20.5	-0.8
47	O=C(CSCC(=O)NC1CC1)Nc1ccc2ccccc2c1	-6.0	14.1	-16.9	-30.1	-24.5	-4.7	-14.5	-9.5	-1.9	-0.9	0.3
